Screening results deposited in PubChem by several laboratories.
ROMK primary – modulates human ROMK potassium channel activity; Tet-inducible ROMK, thallium flux fluorescence; actives lie on both sides; B-score at 10 µM; actives 2% (n = 130,000);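 active = signal ratio slope over the read window, or its plate-corrected B-score, at least 3 SD from the plate mean, either direction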;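 also: B-score of the F/F0 ratio slope over 7 to 12 s after thallium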
Target sequence (P48048 whole entry, looked up): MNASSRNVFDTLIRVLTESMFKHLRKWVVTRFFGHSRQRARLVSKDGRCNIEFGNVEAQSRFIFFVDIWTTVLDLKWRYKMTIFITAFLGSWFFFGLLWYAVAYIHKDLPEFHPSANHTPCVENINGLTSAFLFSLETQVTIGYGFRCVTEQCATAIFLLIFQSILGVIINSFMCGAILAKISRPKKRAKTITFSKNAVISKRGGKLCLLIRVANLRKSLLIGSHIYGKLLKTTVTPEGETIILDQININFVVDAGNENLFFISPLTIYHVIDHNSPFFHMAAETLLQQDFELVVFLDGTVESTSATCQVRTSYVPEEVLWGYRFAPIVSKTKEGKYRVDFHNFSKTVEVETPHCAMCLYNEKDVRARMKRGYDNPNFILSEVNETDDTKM
RAM inhibit – inhibitors of the yeast RAM network; S. cerevisiae dse1pr::URA3 reporter, 5-FOA growth OD615, 2 d; analog-sensitive cbk1-as2 kinase mutant strain; inhibition, % at 50 µM; actives 1.8% (n = 190,000); AID 868;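 active = inhibition above a set limit, 3 SD over mean compound inhibition, cut at about 8.4% in these data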;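 also: 0% = DMSO-only wells with no growth and 100% = 10 µM 1-NA-PP1 full growth; inhibition rescues growth on 5-FOA so higher OD means more RAM inhibition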
S1P3 antag – S1P3 (human) receptor antagonism. CHO S1P3 NFAT-BLA reporter, FRET fluorescence, antagonist mode. inhibition, % at 4.98 µM. actives 0.27% (n = 170,000);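 active = inhibition above the plate cutoff, the mean inhibition of test wells on that plate plus 3 SD, cut at about 28% in these data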;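 also: cells challenged with S1P at its EC80 of 0.8 µM; blue over green emission ratio from cleaved BLA substrate after 4 h stimulation; 0% = S1P-stimulated wells and 100% = unstimulated DMSO-only wells; some compounds past the cut are filed as inactive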
Target sequence (Q99500 whole entry, looked up): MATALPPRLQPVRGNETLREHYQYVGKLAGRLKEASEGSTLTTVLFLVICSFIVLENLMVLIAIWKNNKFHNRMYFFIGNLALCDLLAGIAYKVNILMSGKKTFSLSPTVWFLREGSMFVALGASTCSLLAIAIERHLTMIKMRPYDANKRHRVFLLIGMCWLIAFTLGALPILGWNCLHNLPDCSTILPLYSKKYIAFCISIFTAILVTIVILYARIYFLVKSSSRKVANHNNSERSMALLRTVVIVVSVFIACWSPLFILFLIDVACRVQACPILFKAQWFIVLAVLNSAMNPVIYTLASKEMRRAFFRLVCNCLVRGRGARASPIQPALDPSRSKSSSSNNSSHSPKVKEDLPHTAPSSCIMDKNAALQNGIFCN
The depositor's hits bear a star; . = no result given. A portion of the library. The share of hits here may be higher or lower than overall.

cpd	Structure	ROMK primary	RAM inhibit	S1P3 antag
1	COc1ccccc1N(C)S(=O)(=O)c1ccc(C(=O)OCC(=O)NCc2cccs2)cc1	.	.	-7
2	Cc1cc(NS(=O)(=O)c2ccc(NC(=O)CCSc3ccc(F)cc3)cc2)nc(C)n1	.	.	9
3	C=C1SC(=Nc2c(C)cc(C)cc2C)N(C(=O)c2sc3ccccc3c2Cl)C12CCCCC2	.	.	9
4	CC1Cc2ccccc2N1CC(=O)Nc1ccc(S(N)(=O)=O)cc1 (stereo not drawn)	.	.	-3
5	COC(=O)Cc1nnc(Nc2cccc(C)c2)c2ccccc12	.	.	-14
6	C/C(=N\N1CCN(Cc2ccccc2Cl)CC1)c1ccc([N+](=O)[O-])cc1	.	.	4
7	Cc1ccc(S(=O)(=O)NNC(=S)Nc2cccc(F)c2)cc1	.	.	2
8	CSC1=N/C(=C/c2cccnc2)C(=O)N1Cc1ccccc1	.	.	4
9	COC(=O)c1cc2cc(Cl)ccc2nc1SC	.	.	4
10	Cc1oc(-c2ccccc2Cl)nc1CSc1nc2c(c(=O)[nH]1)CCCC2	.	.	7
11	N/C(=N\N=C\c1ccc(Br)o1)c1nonc1N	.	.	-12
12	COc1ccccc1NC(=O)Nc1nnc(CC(=O)Nc2cccc(C)c2)s1	.	.	-14
13	NC(=S)Nc1ccc(C(F)(F)F)cc1Cl	.	.	5
14	O=C(CCn1c(=O)c2ccccc2n(Cc2ccccc2)c1=O)NC1CCN(Cc2ccccc2)CC1	.	.	11
15	C=CCn1cnc2c(c1=O)c1nc3ccccc3nc1n2-c1ccccc1	.	.	7
16	CC1=CC2=NC(=O)/C(=C/c3coc4ccc(Cl)cc4c3=O)C(=N)N2O1	.	.	-14
17	CC(O)c1nc2ccc(C(=O)O)cc2[nH]1 (stereo not drawn)	.	.	-5
18	Cc1cc(C)nc(-n2nc(C)cc2NC(=O)c2ccc3c(c2)OCO3)n1	.	.	-21
19	CN1C(=O)C(CC(=O)Nc2ccc(F)cc2)N(Cc2cccs2)C1=S (stereo not drawn)	.	.	9
20	Cc1cc(C)c2ccc(Cl)cc2n1	.	.	-7
21	CS(=O)(=O)Nc1cccc(S(=O)(=O)N2CCN(C(=O)c3ccccc3)CC2)c1	.	.	4
22	Cc1ccc(C(=O)C2CCN(S(=O)(=O)c3c(C)noc3C)CC2)cc1	.	.	-5
23	O=c1cc(-c2ccccc2)nc2cc(-c3ccco3)[nH]n12	.	.	14
24	O=C1CSC(c2cccnc2)N1Cc1ccc(Cl)cc1Cl (stereo not drawn)	.	.	-1
25	O=[N+]([O-])/C=C/c1cc2ccccc2[nH]1	.	.	1
26	CCC(C(=O)O)N1C(=O)C2CCCCC2C1=O (stereo not drawn)	.	.	4
27	FC(F)Oc1ccc(-n2cc(-c3ccccc3)[n+]3c2CCCCC3)cc1	.	.	-5
28	COC(=O)c1ccc(Cn2nc([N+](=O)[O-])c(Br)c2C)cc1	.	.	7
29	CN(C(=O)CSc1nnc(C(F)(F)F)n1N)C1CCS(=O)(=O)C1 (stereo not drawn)	.	.	-2
30	COc1ccc(OCC(O)CNC(=O)Nc2ccc(C(C)(C)C)cc2)cc1 (stereo not drawn)	.	.	5

Entries of single compounds, looked up by structure. Order of screens: ROMK primary, RAM inhibit, S1P3 antag
`O=C1CSC(c2cccnc2)N1Cc1ccc(Cl)cc1Cl` (stereo not drawn) as listed: ., ., -1
`O=C(CCn1c(=O)c2ccccc2n(Cc2ccccc2)c1=O)NC1CCN(Cc2ccccc2)CC1` as listed: ., ., 11

(further entries)
cpd	Structure	ROMK primary	RAM inhibit	S1P3 antag
31	O=C(CSc1nc2c(cnn2-c2ccccc2)c(=O)[nH]1)N1CCCCC1	.	.	2
32	CCCCn1c(=N)n(CC(=O)c2ccc(Br)s2)c2ccccc21	.	.	-12
33	CCN(CC(=O)NC(C)C)Cc1nc2c(Br)cc(Br)cc2c(=O)[nH]1	.	.	-7
34	Cc1cc(=O)oc2cc(OCCSCCN3CCCC3)ccc12	.	.	2
35	O=C(CCN1C(=O)/C(=C\c2ccccc2)SC1=S)NNC(=O)c1ccncc1	.	.	3
36	Cn1c(=O)c(Sc2ccccc2)c(O)c2ccccc21	.	.	-18
37	CC(/C=N\NC(=O)Cn1cncn1)=C/c1ccc(C(C)C)cc1	.	.	-8
38	Cc1ccccc1-c1noc(-c2ccccc2C(=O)NCc2ccco2)n1	.	.	-3
39	O=C(CN1CCCC1)OCCCC1CCCCC1	.	.	3
40	CCC1(C)Cc2c(sc3nc(SC)[nH]c(=O)c23)CO1 (stereo not drawn)	.	.	-3
41	O=C(COc1ccccc1F)NC12CC3CC(CC(C3)C1)C2	.	.	0
42	Cc1cc(C(=O)CSc2nc(N)cc(=O)[nH]2)c(C)n1Cc1ccco1	.	.	-13
43	CC(C)(C)C(=O)N1CCN(c2ncccc2C(F)(F)F)CC1	.	.	1
44	COc1ccc(CCN(/C=C2\Sc3ccccc3C2=O)C(C)=O)cc1OC	.	.	-17
45	CCn1cc(C(=O)O)c(=O)c2cnc(N3CCN(C(=S)NC(=O)c4ccccc4)CC3)nc21	.	.	-2
46	Cc1cc(C)c2c(=O)n(CC(=O)NC3CCCC3)sc2n1	.	.	-5
47	C/C(=N\O)c1ccc(Cl)cc1Cl	.	.	0
48	Cc1ccc(C2CC(=O)c3cnc(N4CC(C)CC(C)C4)nc3C2)cc1 (stereo not drawn)	.	.	10
49	Cc1nc(C(=O)NCC(=O)c2ccc(Cl)cc2)c(C(F)(F)F)o1	.	.	3
50	NS(=O)(=O)c1ccc(N=C2C(=O)Nc3ccccc32)cc1	.	.	-6
51	CCOC(=O)/C(=N/Nc1ccc(OC)cc1)N1CCCc2ccccc21	.	.	23
52	Cc1c(/C(O)=C2/C(=O)C(=O)N(CCN(C)C)C2c2ccc(C(C)C)cc2)cnn1-c1ccccc1 (stereo not drawn)	.	.	3
53	N#Cc1nc(-c2ccccc2F)oc1NCCc1ccccn1	.	2.5	.
54	COc1cccc(C(=O)N=c2sc3c(C)ccc(OC)c3n2C)c1	.	4.4	.
55	O=c1c2cc(N3CCOCC3)ccc2[nH]c(=S)n1Cc1ccco1	.	2.5	.
56	COc1ccccc1C(=O)NCCc1nc2ccccc2n1C	.	1.0	.
57	CCc1ccc2[nH]c(=O)c(CN(CCO)C(=O)NCc3ccccc3)cc2c1	.	1.7	-22
58	COC(=O)c1ccc(CSc2nnc3n(Cc4ccccc4OC)c(=O)c4ccccc4n23)o1	.	1.6	-2
59	COCCCN1Cc2cccc(C(=O)O)c2C1=O	.	-0.3	-21
60	Cc1cccc(C2CC(c3ccccc3)Nc3ncnn32)c1 (stereo not drawn)	.	1.4	-33

The list goes on.
cpd	Structure	ROMK primary	RAM inhibit	S1P3 antag
61	CCOc1ccc(OCC)c(S(=O)(=O)NCc2ccc3c(c2)OCO3)c1	.	2.6	-3
62	Cc1ccc(C2C(C#N)=C(N)Oc3c2oc(CO)cc3=O)o1 (stereo not drawn)	.	-0.9	12
63	Cc1ccc(N(C(C)C(=O)O)S(=O)(=O)c2cccnc2)cc1 (stereo not drawn)	.	0.9	-8
64	Cc1c(N=c2c(=O)c3ccccc3c2=O)c(=O)n(-c2ccccc2)n1C	.	1.1	-22
65	COC(=O)c1ccc(CSc2nc(C)nc3c2c(=O)n(C)c(=O)n3C)o1	.	-1.1	18
66	COc1ccccc1OCCSc1nnnn1-c1ccc(C)cc1	.	1.7	22
67	COC(=O)Cn1c2c(c3cc(C)ccc31)CCCC2	.	2.2	-16
68	Cc1ccc(C)n1-c1cccc(C(=O)O)c1	.	2.3	-16
69	Cc1ccccc1-n1c(-c2ccncc2)n[nH]c1=S	.	-0.7	0
70	O=C(O)c1ccc(NS(=O)(=O)c2ccc3c(c2)OCCO3)cc1	.	-0.9	-18
71	COc1cc(Br)c(CC(=O)O)cc1OC	.	-0.3	-19
72	CCC(CC)C(=O)Nc1cc(C)c2c(=O)oc3ccccc3c2n1	.	2.3	9
73	Cn1c(=O)c2c(nc(NCc3ccco3)n2C/C=C/c2ccccc2)n(C)c1=O	.	4.3	-50
74	COc1ccccc1CNS(=O)(=O)c1ccc2c(c1)oc(=O)n2C	.	1.0	-27
75	COc1cc(C(=O)Nc2cc(-c3ccccc3)[nH]n2)cc(OC)c1OC	.	-0.2	2
76	Cc1ccc(N(C(C)C(=O)O)S(=O)(=O)c2c(C)[nH]c(=O)[nH]c2=O)cc1 (stereo not drawn)	.	-0.6	-29
77	CC(C)Oc1ccc(C2CNC(=O)C2)cc1 (stereo not drawn)	.	0.5	7
78	CN(C)c1cc(-c2ccccc2)nc(N)n1	.	-0.7	-7
79	Cn1cccc1-c1cc(C(=O)O)[nH]n1	.	1.9	15
80	Cc1onc(-c2ccccc2Cl)c1C(=O)N1CCN(c2cccc(Cl)c2)CC1	.	1.8	18
81	O=C(c1cccs1)N1CCN(Cc2cccnc2)CC1	.	0.1	-7
82	O=C(O)c1ccc(CSc2nnc(COc3ccc(Cl)cc3Cl)o2)cc1	.	4.2	-25
83	Cc1csc(NC(=O)CSc2nc(C)nc3c2c(=O)n(C)c(=O)n3C)n1	.	1.4	3
84	Cn1c(CSc2nc3ccccc3s2)nnc1SCC(=O)NCCN1CCOCC1	.	0.0	-34
85	COc1ccc(NC(=O)CN2CCN(CC(=O)Nc3cc(OC)cc(OC)c3)CC2)cc1	.	0.8	10
86	CCOC(=O)Cc1csc(NC(=O)CN(C)S(=O)(=O)c2cccc3cccnc23)n1	.	0.5	-21
87	COc1ccc(S(=O)(=O)N2CCN(C(=O)c3cccs3)CC2)cc1OC	.	0.0	25
88	O=C(CN(C(=O)CCC(=O)Nc1ccccn1)c1ccc2c(c1)OCCO2)NCCc1ccccc1	.	15*	-19
89	CNC(=O)c1nnc(Cc2ccc(F)cc2)o1	.	0.6	-22
90	O=C(O)COc1c(F)c(F)c(C(F)(F)F)c(F)c1F	.	1.3	-24

(continued)
cpd	Structure	ROMK primary	RAM inhibit	S1P3 antag
91	CCOc1ccc(S(=O)(=O)n2ccnc2)c2ccccc12	.	-1.0	-19
92	CCOCCCNC(=O)C(c1ccc(Cl)cc1)N1CCN(c2ccccc2)CC1 (stereo not drawn)	.	0.6	14
93	N#Cc1c(N)sc(=S)c2c1CCN(Cc1ccccc1)C2	.	1.8	-10
94	Cc1ccc(OCc2nnc(SCC(=O)NC3CCCCC3)n2C)cc1	.	-0.1	-8
95	CCCn1nc(NS(=O)(=O)c2ccccc2)c2cc3ccccc3nc21	.	5.3	-10
96	Cc1c(C(=O)Nc2nnc(C(F)(F)F)s2)oc2ccccc12	.	4.0	-3
97	c1ccc(CCn2nnnc2C(c2cccs2)N2CCOCC2)cc1 (stereo not drawn)	.	1.5	3
98	COc1ccccc1NC(=O)c1cc2ccccc2o/c1=N\O	.	0.7	-29
99	COc1ccc(CN(Cc2cc3ccc(C)cc3[nH]c2=O)Cc2nnnn2C2CCCC2)cc1	.	1.7	-3
100	CC1CN(c2cc(=O)n(-c3cccc(Br)c3)c(=O)[nH]2)CC(C)O1 (stereo not drawn)	.	0.5	-8
101	O=C(CN1C(=O)C2CC=CCC2C1=O)Nc1nccs1 (stereo not drawn)	.	-0.1	-1
102	O=C(CSc1nnc(-c2cccs2)o1)OCc1ccccc1	.	1.4	-23
103	COC(=O)c1cccc(NC(=O)C2COc3ccccc3O2)c1C (stereo not drawn)	.	-0.5	15
104	Cc1cc(C(=O)N2CCN(C(c3ccccc3)c3ccccc3)CC2)on1	.	-0.8	0
105	C1=C(N2CCOCC2)/C(=C/c2nc3ccccc3[nH]2)CC1	.	2.9	-19
106	Cn1c(CCN2CCCCC2)nc2cc(NC(=O)NC3CCCCC3)ccc21	.	-0.1	-33
107	CN(C)c1ccc(C2C=C(c3ccc(Cl)cc3OC(F)F)Nc3ncnn32)cc1 (stereo not drawn)	.	2.9	34
108	CCOc1ccc(-c2nn3c(-c4ccc(OC)cc4)nnc3s2)cc1	1.9	.	.
109	Cc1ccc(-c2nn3c(-c4cccc(Cl)c4)nnc3s2)cc1	0.72	.	.
110	CCCc1nnc(NC(=O)c2c(O)c3c([nH]c2=O)CCCC3)s1	1.4	.	.
111	CCOc1ccccc1N1CCN(c2nc3ccccc3nc2C(C#N)C(=O)OC(C)C)CC1 (stereo not drawn)	-0.052	.	.
112	CC(C)c1cc(NCCN2CCOCC2)n2c(nc3ccccc32)c1C#N	-0.079	.	.
113	COc1ccccc1Cn1c2nc3ccccc3nc2c2c(=O)n(CC(C)C)cnc21	0.069	.	.
114	Cc1cccn2c(=O)c3cc(C(=O)NCc4cccnc4)c(=N)n(C)c3nc12	0.37	.	.
115	CC1CCC(C(C)C)C(OCC(O)CNC(C)C)C1 (stereo not drawn)	-2.1	.	-13
116	COc1ccc(C2c3c(-c4ccccc4)n[nH]c3C(=O)N2c2ccc(C(=O)O)cc2)cc1 (stereo not drawn)	0.31	.	1
117	CCNC(=S)Nc1sc2c(c1C#N)CCC(C)C2 (stereo not drawn)	-0.0018	.	5
118	CCOC(=O)c1ccc(-c2ccc(/C=N/NC(=O)c3cncc(Br)c3)o2)cc1	-1	.	-2
119	COc1ccc(CCN(C)C2CC(=O)N(c3ccccc3)C2=O)cc1OC (stereo not drawn)	-0.025	.	1
120	COC(=O)c1cn(Cc2ccc(C(F)(F)F)cc2)cc(F)c1=O	0.47	.	-6
121	COc1ccc(Cn2cc(F)c(=O)n(C)c2=O)cc1[N+](=O)[O-]	-0.88	.	13
122	COc1cc2[nH]c(C(=O)NN)c(N)c2cc1OC	0.74	.	7
